# TNAP activation fold – human TNAP enzyme activators, primary screen, biochemical, luminescent, no phosphate acceptor, uHTS (AID 1001) | purified TNAP, luminescent activation assay, no phosphate acceptor; higher activation fold means a stronger effect | activation fold at 20 µM; hits with a dose series show EC50 in µM | 200,000 tested, 0.03% active; in the data active means activation fold from about 3, or a potency from the dose series; inactive means the rest, 99 in 100 with activation fold below about 1.6; further: many of its hits are not listed in these tables
# Rac1 GTP hydrolysis – MgcRacGAP GTPase-activating activity inhibitors, confirmation, biochemical, ADP Hunter fluorescence | 340,000 tested, 0.6% active | inhibition, % at 30 µM; hits with a dose series show IC50 in µM | MgcRacGAP-stimulated Rac1 GTP hydrolysis, ADP Hunter fluorescence; higher % means a stronger effect; GST-tagged Rac1 F28L mutant substrate | AID 624330;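 active means first-screen hits whose inhibition reached a set limit at any dose in the follow-up dose series; inconclusive means inhibition above the set first-screen limit but never retested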;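 further: fluorescence reports GDP produced by GAP-driven GTP hydrolysis; strong numbers were not always called active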
# Myeloid diff 2 – promotes myeloid progenitor differentiation; 360,000 tested, 1% active; ER-HoxA9 myeloid progenitors, lysozyme-GFP differentiation, flow cytometry; calls only at 10 µM;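 active means normalized GFP-positive differentiation at or above the plate's own cutoff, the solvent-only control mean plus 3 SD; inconclusive means no clear call, values can overlap the other calls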;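 further: cells exposed to compound for four days before flow analysis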
# PhoP inhibition – inhibitors of PhoP regulon expression, primary screen, Salmonella Typhimurium, GFP reporter (AID 1863); S. Typhimurium PhoP-regulated promoter GFP reporter, 4 h; higher % means a stronger effect; one-dose inhibition, % at 50 µM; IC50 in µM for titrated hits; 300,000 tested, 0.16% active;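 active means inhibition over 29.93%, a cutoff 3 SD above the screen mean, later confirmed by dose response; inconclusive means inhibition over 29.93% but no dose response follow-up; inactive means inhibition at most 29.93% or unconfirmed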;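 further: 0% = low Mg2+ inducing control and 100% = high Mg2+ repressing control; strong numbers were not always called active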
# T cell modulator – T cell immune modulation candidate; 2C CD8+ T cell-vesicle binding, flow cytometry; hits give low values; calls only at 7 µM; 330,000 tested, 0.068% active; AID 2052;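 active means response, share of CD8 T cells binding vesicles, and their 90th percentile fluorescence all below set limits, cut at about 80% in these data, passing the limit was not always enough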
#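 Also added: QL9-peptide-loaded Drosophila micro-vesicles bearing Ld, ICAM-1 and B7-1; Test system: purified 2C TCR transgenic mouse naive CD8+ T cells; Measured by: cytometric PE anti-B7-1 and Alexa647 anti-CD8 signals after 1% paraformaldehyde fixation; Timing: binding step 1.5 h, 37 °C, antibody labelling 20 min, ice.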
# RSV CPE inhibition – inhibition of RSV-induced cytopathic effect – HEp-2 cells, primary 10 µM value included (AID 2391) | HEp-2 cells, RSV-induced CPE inhibition; higher % means a stronger effect | CPE inhibition, % at 10 µM; hits with a dose series show IC50 in µM | 310,000 tested, 0.13% active; in the data active means a potency from the dose series; inconclusive means CPE inhibition mostly from about 23% at the one dose, without a potency; inactive means the rest, 99 in 100 with CPE inhibition below about 21%; further: strong numbers were not always called active
# SV40 large T antigen – SV40 large T antigen inhibitors, biochemical (AID 1903); SV40 large T antigen ATPase/helicase inhibition assay; higher % means a stronger effect; inhibition, % at 20 µM, or IC50 in µM where a hit was titrated; 310,000 tested, 0.39% active; in the data active means a potency from the dose series; inconclusive means inhibition mostly from about 32% at the one dose, without a potency; inactive means the rest, 99 in 100 with inhibition below about 32%; further: strong numbers were not always called active
# NTR1 ag – agonists of NTR1, primary screen, imaging, U2OS cells, beta-arrestin-GFP, high content (AID 493036) | activation, % at 20 µM | NTR1-U2OS beta-arrestin-GFP spot imaging, agonist mode | 330,000 tested, 0.17% active;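 active means activation at or above 40% of the spot to cytoplasm intensity ratio, with at least 20 cells analyzed; inconclusive means wells under 20 cells, flagged as cytotoxic or low count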;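 further: 0% = DMSO without peptide and 100% = 100 nM NTR1 peptide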
# Target sequence (P30989 whole entry, looked up): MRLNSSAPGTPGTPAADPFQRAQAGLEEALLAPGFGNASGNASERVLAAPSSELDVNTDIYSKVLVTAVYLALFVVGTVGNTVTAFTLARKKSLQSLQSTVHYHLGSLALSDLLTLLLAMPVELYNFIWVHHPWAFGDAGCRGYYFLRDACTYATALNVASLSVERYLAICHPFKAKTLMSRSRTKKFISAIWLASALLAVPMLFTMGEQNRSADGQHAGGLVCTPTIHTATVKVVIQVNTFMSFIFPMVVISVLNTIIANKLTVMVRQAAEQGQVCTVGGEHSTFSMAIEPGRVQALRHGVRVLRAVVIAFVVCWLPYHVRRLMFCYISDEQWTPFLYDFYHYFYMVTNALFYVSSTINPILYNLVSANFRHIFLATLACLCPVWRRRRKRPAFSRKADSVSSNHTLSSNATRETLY
# K1F lysis inhibition – inhibition of K1F phage lysis, E. coli UTI89, bacterial capsule biogenesis inhibitors, alamar blue (AID 488966). one-dose inhibition, % at 100 µM; IC50 in µM for titrated hits. E. coli UTI89 K1F phage lysis, alamar blue, 2 h; higher % means a stronger effect. 340,000 tested, 0.02% active;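 active means phage lysis inhibition, versus mean bacterial control, above a set limit; inconclusive means no clear call, values can overlap the other calls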;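 further: capsule biogenesis inhibitors block K1F phage lysis so surviving cells raise fluorescence; higher fluorescence means more inhibition of phage lysis; actives were called in the ten point dose series up to 300 µM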
# T cell modulator vesicle-bound % – second read-out of T cell modulator, no call of its own (marks repeat the call); double positive events, %; measured here: CD8+ vesicle-bound cell fraction;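 binding gate set so that unloaded-vesicle control wells show 10% double positive cells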
# NTR1 ag cell count 20 µM – further read-out of NTR1 ag, marked with its call; cell count; measured here: cell count, cytotoxicity flag
# Myeloid diff 2 GFP+ MAC1+ % – second read-out of Myeloid diff 2, no call of its own (marks repeat the call); GFP+ MAC1+ double positive, %; measured here: differentiation confirmed by MAC1 staining
# * = called active by the depositor; i = inactive; ? = inconclusive; . = no result given; + = active, no number; [ ] = another dose, or the depositor's remark.
# A first look:
SMILES,TNAP activation fold,Rac1 GTP hydrolysis,Myeloid diff 2,Myeloid diff 2 GFP+ MAC1+ %,PhoP inhibition,T cell modulator,T cell modulator vesicle-bound %,RSV CPE inhibition,SV40 large T antigen,NTR1 ag,NTR1 ag cell count 20 µM,K1F lysis inhibition
C=CCn1c(SCC(=O)Nc2ccc3c(c2)OCO3)nnc1-c1cc(Br)ccc1O,1.1,14%,i,1.4,7%,i,14,13%,4%,1.2,86,0.1%
CC(C)(C)c1cc(NC(=O)c2ccco2)no1,.,10%,i,7.1,4%,i,64,2.3%,11%,0.0,48,0.2%
CN(CC(=O)Nc1ccccc1Cl)C(=O)COC(=O)CSc1ccc(Cl)cc1,.,3%,i,1.3,.,i,26,1.1%,.,-1.7,47,0.1%[50 µM]
O=S(=O)(c1ccccc1)N1CCC(O)(CN2CCN(c3ccccc3)CC2)CC1,.,4%,i,0.7,-6%,i,19,-0.1%,9%,.,.,-0.4%[50 µM]

# The whole of this part, repeating the preview:
SMILES,TNAP activation fold,Rac1 GTP hydrolysis,Myeloid diff 2,Myeloid diff 2 GFP+ MAC1+ %,PhoP inhibition,T cell modulator,T cell modulator vesicle-bound %,RSV CPE inhibition,SV40 large T antigen,NTR1 ag,NTR1 ag cell count 20 µM,K1F lysis inhibition
C=CCn1c(SCC(=O)Nc2ccc3c(c2)OCO3)nnc1-c1cc(Br)ccc1O,1.1,14%,i,1.4,7%,i,14,13%,4%,1.2,86,0.1%
CC(C)(C)c1cc(NC(=O)c2ccco2)no1,.,10%,i,7.1,4%,i,64,2.3%,11%,0.0,48,0.2%
CN(CC(=O)Nc1ccccc1Cl)C(=O)COC(=O)CSc1ccc(Cl)cc1,.,3%,i,1.3,.,i,26,1.1%,.,-1.7,47,0.1%[50 µM]
O=S(=O)(c1ccccc1)N1CCC(O)(CN2CCN(c3ccccc3)CC2)CC1,.,4%,i,0.7,-6%,i,19,-0.1%,9%,.,.,-0.4%[50 µM]
O=C(CN1CCN(c2cnn(-c3ccccc3)c(=O)c2Cl)CC1)NC1CCS(=O)(=O)C1 (stereo not given),.,-3%,i,0.7,.,.,.,.,.,-1.2,67,1.6%[50 µM]
Cc1ccc(S(=O)(=O)N(C)c2ccc(C(=O)N(C)Cc3nc4ccccc4c(=O)[nH]3)cc2)cc1,.,4%,i,0.6,.,.,.,.,.,0.5,54,0.1%[50 µM]
Cc1ccc(CN2CN(S(=O)(=O)c3cccs3)c3nc4ccccc4nc32)cc1,1,12%,i,0.8,17%,i,52,5.0%,-1%,0.4,52,0.8%
Cc1cccc(N2C(=O)N3[C@H]4c5ccccc5OC[C@@H]4[C@@H](c4ccccc4)[C@@]3(C)C2=O)c1,.,7%,i,1.0,.,i,16,.,.,-2.9,71,1.2%
O=C(c1ccccc1)N1CCN(CC2CC=CCC2)CC1 (stereo not given),1.1,26%,i,2.4,21%,i,35,1.2%,1%,2.6,77,-0.1%
CCNCc1cc([N+](=O)[O-])ccc1OCC,1.1,9%,i,0.2,-4%,i,22,3.7%,-1%,0.1,60,0.2%
Oc1ccccc1/C=N/Nc1cc(N2CCCC2)nc(N2CCCC2)n1,1.1,-4%,i,1.0,15%,i,42,5.9%,-15%,40*,76*,1.8%
O=S(=O)(Nc1cccc(Cl)c1)c1cccc(-n2cnnn2)c1,.,-7%,i,0.4,.,i,20,.,.,-1.9,56,-0.7%
Cc1ccc(CNC(=O)c2ccc(N3CCC4(CC3)CC(c3ccccc3)=NO4)c(NC(=O)c3ccco3)c2)cc1,.,6%,?,.,-3%,i,30,0.2%,8%,0.6,89,1.1%
CSC1=NSC2=NC(=O)/C(=C/c3coc4ccccc4c3=O)C(=N)N12,1,16%,i,0.3,-10%,i,37,1.1%,12%,.,.,-3.3%
CC(C)OP(=O)(OC(C)C)C(C)NC(=O)Cc1ccccc1 (stereo not given),1.2,5%,i,0.5,-14%,i,35,4.3%,9%,0.4,46,0.0%
O=C(NC(=S)Nc1cc(Cl)ccc1O)c1cccc(Br)c1,.,.,+,6.8*,-9%,i,58,4.2%,5%,3.2,85,0.0%
COc1ccc(NC(C)=O)cc1S(=O)(=O)Nc1ccccc1C(=O)N1CCCC1,1.1,5%,i,1.2,9%,i,26,1.1%,7%,-0.2,51,2.0%
COC(=O)/C(C#N)=C/c1c(N2CCCCCC2)nc2ccccn2c1=O,.,8%,i,1.1,-8%,i,25,4.6%,8%,0.5,121,-1.4%[50 µM]
O=C(c1cc2ccccc2cc1OCC(O)CN1CCCCC1)N1CCCCC1 (stereo not given),1.1,9%,i,3.5,-6%,.,.,.,21%,-1.0,49,0.6%
O=C(Nc1nccs1)C1CCN(S(=O)(=O)c2cccnc2)CC1,0.9,4%,i,2.6,3%,i,14,3.6%,3%,-3.0,42,-0.2%
Clc1ccc(OCc2nc3ccccc3[nH]2)cc1,1.5,4%,i,0.3,5%,i,53,4.6%,7%,-0.2,38,0.2%
CC(C)CCN1C(N(C)C)=NC[C@@H]1C,.,3%,i,2.5,.,i,41,0.4%,0%,1.0,81,-0.3%
CC(=O)NCCNS(=O)(=O)c1ccc(C)c([N+](=O)[O-])c1,1.1,3%,i,0.5,-3%,i,57,1.1%,5%,1.8,67,0.5%
O=C(O)c1cc(NC(=O)c2cccc(F)c2)cc(NC(=O)c2cccc(F)c2)c1,.,6%,.,.,-5%,i,53,0.6%,-3%,-1.1,59,0.2%
COc1ccc(NC(=O)C(Cc2cc(C)cc(C)c2)C(C)C(=O)O)cc1 (stereo not given),.,-14%,i,1.3,1%,i,40,-0.7%,2%,-1.4,74,-2.7%
Cc1cc(C(=O)Nc2ccon2)c(C)o1,1.1,5%,i,0.2,-4%,i,56,1.9%,11%,1.4,61,0.3%
O=C(/C=C/c1ccccc1[N+](=O)[O-])Nc1ccc(S(=O)(=O)Nc2ncccn2)cc1,.,6%,i,0.7,-5%,i,8,0.6%,12%,0.0,81,0.8%[50 µM]
Brc1c(OCCOCCn2cncn2)ccc2ccccc12,1.1,-5%,i,1.3,-6%,i,42,2.4%,8%,1.1,66,-1.0%
CCOC(=O)CC(N)c1cccc([N+](=O)[O-])c1 (stereo not given),1.1,1%,.,.,-13%,i,36,-1.9%,4%,-1.4,59,0.3%
COc1cc(/C=N\n2nnnc2N)ccc1OCc1ccc(F)cc1,1.1,7%,i,0.7,-7%,i,38,3.6%,7%,5.3,70,1.6%
O=C(O)CCn1cc(/C=C2/NC(=S)N(c3ccccc3)C2=O)c(-c2ccccc2)n1,1.1,7%,i,0.5,0%,i,37,2.2%,4%,3.1,64,4.0%
CS(=O)(=O)N(CC(=O)N1CCOCC1)c1cccc(Cl)c1Cl,.,4%,i,0.7,-9%,i,64,0.0%,6%,-0.1,64,0.0%
Cc1onc(-c2c(F)cccc2Cl)c1C(=O)OCC(=O)N1C(C)CCCC1C (stereo not given),.,3%,i,1.5,.,i,37,.,.,3.3,62,-3.8%
COc1ccccc1N(CN1CCCC1=O)C(=O)c1ccccc1F,1,1%,i,3.1,-4%,i,11,2.2%,-5%,-1.3,79,0.1%
O=c1cc(-c2ccc(O)c(O)c2)oc2c1ccc1ccccc12,.,?,i,0.3,.,i,67,-1.9%,.,32,59,-0.4%[50 µM]
Cc1cccc(-c2nnc(SCC#N)n2-c2cccc(Cl)c2)c1,1.1,-1%,i,0.4,14%,i,28,3.5%,-5%,0.3,94,1.3%
Cc1ccc(N2CCN(S(=O)(=O)c3ccc(Cl)s3)CC2C)cc1 (stereo not given),.,3%,i,2.1,-6%,i,24,12%,19%,1.7,52,-0.1%
CN(C)CCN(C(=O)c1ccc(S(=O)(=O)N2CCc3ccccc32)cc1)c1nc2ccc(F)cc2s1,.,8%,i,4.3,-1%,i,11,1.1%,14%,0.2,68,0.1%
Cc1ccc2c(cnn2C(=O)CCC(=O)NCc2cccc(Br)c2)c1,.,9%,i,3.4,.,i,55,3.0%,11%,-0.4,56,4.2%
CCOC(=O)N1CCN(C(=O)CSc2nc3c(cnn3-c3ccccc3)c(=O)[nH]2)CC1,1.2,-1%,i,1.8,5%,i,49,1.7%,6%,-0.2,91,0.7%
CCOC(=O)CSc1nc2cccnc2n1C,1,11%,i,0.3,4%,i,48,0.8%,5%,0.8,56,-2.4%
CCCN(C(=O)Cc1nc(N)n[nH]1)C1(C(=O)Nc2ccccc2C)CCCCC1,1.1,12%,i,0.5,-4%,i,33,3.5%,2%,-0.7,39,1.1%
COCC(=O)N(CCN(C)C)Cc1cc2cc3c(cc2nc1Cl)OCO3,1.1,-1%,i,0.3,-2%,i,30,0.5%,18%,-1.0,42,-0.1%
COc1cc2c(cc1OC)-c1cc(Nc3ccc(C)cc3)nc(=O)n1CC2,.,14%,i,0.6,1%,i,40,3.4%,27%,3.4,88,-0.2%
COc1ccc(C2CCCN2C(=O)Nc2ccc(Cl)cc2)cc1OC (stereo not given),1.2,5%,i,1.9,-5%,i,25,11%,1%,3.9,84,0.2%
CC(=O)n1cc([C@H]2C=C(C(=O)N3CCOCC3)O[C@@H](OCCCCO)C2)c2ccccc21,.,10%,i,1.8,.,.,.,0.1%,8%,-0.2,63,0.3%
CC(=O)Nc1ccc(C(=O)OCCc2ccccc2)cc1,.,2%,i,0.8,2%,i,26,9.2%,6%,0.3,54,-1.4%
Cc1cc(C)n2nc(-c3ccc(Cl)cc3)cc2n1,.,0%,i,8.4,-4%,i,52,?,11%,5.2,87,0.0%
CC(=O)c1ccc(N(CC(=O)NCC2CCCO2)C(=O)CCC(=O)Nc2cc(C)on2)cc1 (stereo not given),.,-2%,?,.,2%,i,59,-0.4%,-1%,-0.2,53,-0.1%
C[C@H](NC(=O)[C@@H]1CSC2c3ccccc3C(=O)N21)C(=O)NCCc1ccccc1 (stereo not given in full),.,-4%,i,5.2,-4%,i,38,-0.5%,13%,-1.0,68,-0.3%
COc1cc(CN2CCC(n3nccc3NC(=O)C3CCOC3)CC2)ccc1F (stereo not given),.,7%,i,0.7,-2%,i,62,0.0%,7%,-0.9,66,0.5%

# High-throughput results from PubChem BioAssay.
